# Screens deposited in PubChem by several laboratories.
# Diaph act CS: compounds boosting diaphorase resazurin reduction – biochemical, uHTS, resorufin fluorescence, counter-screen for diaphorase-coupled primary assays, primary screen | Diaphorase/resazurin coupled assay, 16 min; active compounds read high; 1 = vehicle wells, 0 = NADH-free wells | activation factor at 20 µM | actives 0.005% (n = 190,000) | AID 1229, 2008;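 active = diaphorase activity raised at least twofold by the compound at 20 µM; inactive = activation factor below 2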
#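 Material: purified diaphorase enzyme from Clostridium kluyveri; Also added: 0.114 mM NADH and 0.1 mM resazurin, final amounts; Doses: single compound dose of 20 µM, 1% DMSO final; Times: 16 min enzyme reaction, ambient temperature; Detection: resorufin fluorescence, excitation 544 nm, emission 590 nm; Measure: increased resorufin signal from activators or reducing compounds.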
# TLR4-MyD88 BLA: inhibitors of TLR4-MyD88 association in cells, primary screen, cell-based, HeLa CL3-4, BLA complementation, FRET ratio | inhibition, % at 8.4 µM | actives 0.18% (n = 200,000) | HeLa CL3-4 TLR4/MyD88 BLA complementation; in the data active = inhibition above about 25%;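 note: 0% = vehicle and 100% = reference inhibitor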
# Target sequence (O00206 whole entry, looked up): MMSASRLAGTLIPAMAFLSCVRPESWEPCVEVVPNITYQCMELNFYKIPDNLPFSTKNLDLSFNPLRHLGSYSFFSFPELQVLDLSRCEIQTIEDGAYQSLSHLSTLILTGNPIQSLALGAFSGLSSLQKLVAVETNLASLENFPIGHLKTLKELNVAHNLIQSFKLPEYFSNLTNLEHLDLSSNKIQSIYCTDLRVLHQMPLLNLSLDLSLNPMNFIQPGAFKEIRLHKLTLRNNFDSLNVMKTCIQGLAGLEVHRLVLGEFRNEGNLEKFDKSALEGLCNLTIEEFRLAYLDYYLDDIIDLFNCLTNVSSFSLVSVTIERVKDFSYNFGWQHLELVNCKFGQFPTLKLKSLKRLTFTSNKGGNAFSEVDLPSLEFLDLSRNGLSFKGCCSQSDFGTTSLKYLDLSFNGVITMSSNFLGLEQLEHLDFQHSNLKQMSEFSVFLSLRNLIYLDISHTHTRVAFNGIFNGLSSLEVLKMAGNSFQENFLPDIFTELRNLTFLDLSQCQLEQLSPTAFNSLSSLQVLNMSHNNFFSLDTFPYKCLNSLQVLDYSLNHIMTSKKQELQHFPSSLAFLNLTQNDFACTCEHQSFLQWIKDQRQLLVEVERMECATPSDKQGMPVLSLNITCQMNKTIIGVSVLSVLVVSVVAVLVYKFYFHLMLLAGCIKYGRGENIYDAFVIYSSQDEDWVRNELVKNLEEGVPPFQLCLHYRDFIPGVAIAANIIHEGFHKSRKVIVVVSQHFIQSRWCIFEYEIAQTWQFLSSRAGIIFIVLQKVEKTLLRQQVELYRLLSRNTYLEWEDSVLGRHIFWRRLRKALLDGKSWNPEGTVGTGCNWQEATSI
# Target sequence (Q99836 whole entry, looked up): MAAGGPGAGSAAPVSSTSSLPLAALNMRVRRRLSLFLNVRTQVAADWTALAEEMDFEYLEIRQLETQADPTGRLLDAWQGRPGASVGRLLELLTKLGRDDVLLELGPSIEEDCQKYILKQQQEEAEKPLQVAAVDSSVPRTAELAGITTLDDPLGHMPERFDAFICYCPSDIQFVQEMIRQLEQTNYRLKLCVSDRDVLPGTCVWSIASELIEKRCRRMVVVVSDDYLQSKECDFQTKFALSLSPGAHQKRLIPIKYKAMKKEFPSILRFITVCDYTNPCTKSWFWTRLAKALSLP
# L major viab: Leishmania major promastigote growth inhibition, primary screen; Leishmania major promastigotes, resazurin fluorescence viability; inhibition, % at 10 µM; actives 9% (n = 200,000);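 note: promastigotes grown with compound for 44 hours at 28 °C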
# PMI act hi M6P: human PMI activators, high substrate, primary screen, biochemical, fluorescence intensity, near-saturating mannose 6-phosphate; Mannose-6-phosphate isomerase (Homo sapiens), P34949; coupled PMI enzyme assay, resazurin fluorescence, 20 min; active compounds read high; 1 = untreated enzyme, 0 = substrate-free blank; activation factor at 20 µM; actives 0.34% (n = 190,000);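 active = activation factor of 2 or more at 20 µM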
#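 Test system: human phosphomannose isomerase with PGI, G6PDH, diaphorase coupling enzymes / Doses: 20 µM compound, 1% DMSO / Times: enzyme reaction with compound 20 min at room temperature / Measured by: Diaphorase-driven resazurin-to-resorufin fluorescence, excitation 544, emission 590 nm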
# S1P3 antagonist: S1P3 receptor antagonists, primary screen, cell-based | Sphingosine 1-phosphate receptor 3 (Homo sapiens), Q99500 | CHO S1P3 NFAT-BLA reporter, FRET fluorescence, antagonist mode | inhibition, % at 4.98 µM | actives 0.27% (n = 170,000) | AID 485, 2006;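 active = inhibition above the plate cutoff, the mean inhibition of test wells on that plate plus 3 SD, cut at about 28% in these data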;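 note: cells challenged with S1P at its EC80 of 0.8 µM; blue over green emission ratio from cleaved BLA substrate after 4 h stimulation; 0% = S1P-stimulated wells and 100% = unstimulated DMSO-only wells; some compounds past the cut are filed as inactive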
# RAM inhibit: inhibitors of the yeast RAM network, primary screen, dse1pr::URA3 reporter, 5-FOA selection; S. cerevisiae dse1pr::URA3 reporter, 5-FOA growth OD615, 2 d; analog-sensitive cbk1-as2 kinase mutant strain; AID 868, 2007; inhibition, % at 50 µM; actives 1.8% (n = 190,000);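 active = inhibition above a set limit, 3 SD over mean compound inhibition, cut at about 8.4% in these data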;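 note: 0% = DMSO-only wells with no growth and 100% = 10 µM 1-NA-PP1 full growth; inhibition rescues growth on 5-FOA so higher OD means more RAM inhibition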
# Hsp70 act: Hsp70 transcriptional activators, primary screen, cell-based, HeLa, Hsp70 promoter luciferase, luminescence, 10 µM. activation, % at 10 µM. AID 1203, 2008. HeLa Hsp70 promoter luciferase reporter; scaled: vehicle 0, proteasome-inhibitor control 100%. actives 0.04% (n = 200,000);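 active = activation above the mean across all tested compounds plus 3 SD, cutoff set per campaign, cut at about 5.5% in these data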;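 note: 100% = MG132 at 30 µM as the positive control and 0% = DMSO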
# G6PDH counter: L. mesenteroides G6PDH inhibitors, counter-screen for G6PDH-coupled screening assays, biochemical, Leuconostoc mesenteroides enzyme; glucose-6-phosphate dehydrogenase [Leuconostoc mesenteroides]; Purified L. mesenteroides G6PDH, diaphorase/resazurin coupled fluorescence, 45 min; inhibition, % at 5 µM; actives 0.12% (n = 200,000)
# PMI act: activators of human PMI, primary screen, biochemical, fluorescence intensity, near-Km mannose 6-phosphate; actives 0.005% (n = 190,000); activation factor at 20 µM; purified human PMI, coupled resazurin fluorescence, 20 min; active compounds read high; 1 = vehicle control, 0 substrate-free wells; AID 1214, 2008; Mannose-6-phosphate isomerase (Homo sapiens), P34949;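 active = activation factor of 2 or more at 20 µM, relative to plate controls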
# Diaph inh CS: diaphorase inhibitors and chemical oxidizers, primary screen, counter-screen for diaphorase-coupled primary assays, biochemical, uHTS, resorufin fluorescence. inhibition, % at 20 µM. actives 0.69% (n = 190,000). AID 1217, 2008. diaphorase resazurin-to-resorufin fluorescence, NADH, 16 min; bacterial (C. kluyveri) enzyme, not human;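 active = primary screen inhibition at 20 µM above a set limit, cut at about 50% in these data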;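 note: plate controls were DMSO with full reaction for no effect and wells lacking NADH for full effect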
#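 Detection: fluorescence of resorufin formed from resazurin, Ex 544/Em 590 nm; test system: Clostridium kluyveri diaphorase enzyme; amount: 0.14 U/mL diaphorase, enzyme working solution; times: 16-min room-temperature incubation before reading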
# DTT redox prof: compounds producing H2O2 with reducing agent – biochemical, NIH compound library profiling, artefact control for MLSCN library redox annotation, primary screen | actives 0.03% (n = 200,000) | activation, % at 10 µM | AID 878, 2007 | DTT-dependent redox cycling H2O2, phenol red/HRP absorbance; 100% = 100 µM peroxide control, 0% = buffer;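 active = activation of at least 50% relative to the plate's high and low controls in the primary single-dose screen; inactive = activation below 50%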;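 note: compound incubated with DTT at 0.8 mM final as the reducing agent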
# Numbers without * were called inactive; · = no result given. Cut-off read from the data, not from the text of the source, unless noted: active = inhibition above about 50%; inactive = the rest.
SMILES,Diaph act CS,TLR4-MyD88 BLA,L major viab,PMI act hi M6P,S1P3 antagonist,RAM inhibit,Hsp70 act,G6PDH counter,PMI act,Diaph inh CS,DTT redox prof
CC1CCCC(C)N1C(=C(Cl)Cl)C(=C1SCCS1)[N+](=O)[O-] (stereo not drawn),0.8,0,16,0.8,-4,8.8*,-0.3,17,0.8,25,-0.2
COc1ccc(-c2nnnn2-c2ccc(F)cc2F)cc1,0.9,10,3,1.1,-10,0.8,-0.1,2,1.1,9,-0.9
Cc1cc(C(=O)N/N=C/c2ccccc2[N+](=O)[O-])c(C)o1,1,-5,-5,0.9,-10,1.6,0.0,0,1,5,0.5
CSc1nc2c(c(=O)n1-c1ccccc1)SCC2,0.8,5,-10,1,·,0.1,0.0,5,0.9,16,2.8
COc1ccccc1N(CC(=O)N1CCCCCC1)S(C)(=O)=O,0.9,-8,-2,0.9,·,1.5,-0.4,-16,1,10,0.1
O=C(Nc1ccccc1)c1ccc(CN2CCc3ccccc3C2)cc1,0.9,-1,13,0.9,-16,4.3,0.0,1,1,6,-0.8
O=C(CCc1ccc(CCC(=O)c2cccs2)s1)c1cccs1,0.8,16,-8,0.9,-11,17*,0.0,2,1,20,-1.6
C[C@@H](NC(=O)c1nc[nH]c1C(=O)N[C@@H](Cc1ccccc1)C(=O)OC(C)(C)C)c1ccccc1,0.7,2,15,0.8,-20,7.6,0.3,6,0.8,34,1.1
CCOC(=O)/C(C#N)=C/c1cc2ccc(C)cc2nc1Cl,0.9,1,13,0.8,1,2.5,-0.3,1,0.8,9,1.3
Cc1ccc(S(=O)(=O)N2CCOCC2)cc1NC(=O)COC(=O)c1ccccc1OCc1c(C)noc1C,0.9,-3,-4,1.1,-31,0.3,-0.2,4,1.1,8,-0.5
Cc1ccc(S(=O)(=O)N2CCN(CC(=O)NC3CCCc4ccccc43)CC2)cc1C (stereo not drawn),0.8,-3,98*,0.9,·,1.4,-0.3,10,0.8,20,0.1
Cc1cc(C)cc(N2CC(c3nc4ccccc4n3C)CC2=O)c1 (stereo not drawn),0.9,0,9,0.9,-4,0.6,0.0,-20,0.9,13,-1.2
CCCCN(CC)CCCNC(=S)Nc1ccc2nc(N3CCN(CC)CC3)cc(C)c2c1,1.3,24,96*,0.7,14,0.1,-0.2,2,0.8,-30,-2.6
O=C(Nc1cc(C(F)(F)F)ccc1N1CCOCC1)c1cccc(F)c1,1,2,-5,1,·,4.0,-0.1,12,0.9,0,-0.4
COCCn1c(SCc2cccnc2)nnc1-c1ccco1,1.1,6,-3,1.2,-5,1.4,-0.2,1,1.1,-8,2.5
COc1ccccc1-c1ccc(SCc2cccc(C)c2)nn1,0.9,-18,99*,0.9,-28,1.0,-0.2,0,0.6,11,-1.6
Cc1ccc(S(=O)(=O)NCCSc2ccccc2)cc1[N+](=O)[O-],0.9,-16,-9,1,-2,3.4,-0.1,4,0.9,13,-0.3
Cc1ccccc1N/C(SCc1ccc(Cl)cc1)=C(/C#N)C(N)=O,0.8,3,26,0.9,13,2.4,-0.1,-2,0.9,20,0.0
Cc1ccc(/C=C(\NC(=O)c2ccccc2)C(=O)NCCc2ccccn2)o1,0.8,6,-5,1.2,4,0.9,-0.3,17,1.4,20,0.1
COCCNc1nnc(SCC(=O)N2CCN(S(=O)(=O)c3ccccc3)CC2)s1,0.9,10,-5,1,-12,1.1,-0.3,6,1,14,1.5

# The closing 3 compounds of the part before open the next one.
SMILES,Diaph act CS,TLR4-MyD88 BLA,L major viab,PMI act hi M6P,S1P3 antagonist,RAM inhibit,Hsp70 act,G6PDH counter,PMI act,Diaph inh CS,DTT redox prof
Cc1ccccc1N/C(SCc1ccc(Cl)cc1)=C(/C#N)C(N)=O,0.8,3,26,0.9,13,2.4,-0.1,-2,0.9,20,0.0
Cc1ccc(/C=C(\NC(=O)c2ccccc2)C(=O)NCCc2ccccn2)o1,0.8,6,-5,1.2,4,0.9,-0.3,17,1.4,20,0.1
COCCNc1nnc(SCC(=O)N2CCN(S(=O)(=O)c3ccccc3)CC2)s1,0.9,10,-5,1,-12,1.1,-0.3,6,1,14,1.5
COc1ccc(NC(=O)CC2CCCCC2)cc1OC,1,3,-2,1,8,0.4,-0.3,0,0.9,1,2.3
CCOc1cc(N2CCOCC2)c(OCC)cc1NC(C)C(=O)N1CCC(C)CC1 (stereo not drawn),0.7,-15,-1,0.4,-13,2.4,-0.4,-21,0.7,28,0.0
COc1ccc(-c2noc(-c3ccc(Cl)cc3[N+](=O)[O-])n2)cc1OC,1,-9,-1,1.1,-9,4.1,-0.3,-9,1.1,0,0.1
CC(=O)Nc1ccc2ccccc2c1,0.8,3,-3,0.9,·,0.1,-0.3,10,0.9,20,0.0
COc1ccccc1N1CCN(C(=O)C2CCN(S(=O)(=O)c3ccc(C)cc3)CC2)CC1,0.8,-2,0,0.9,-6,-0.2,-0.3,10,0.8,25,-0.6
COc1cc(/C=C2\C(=N)N3N=CSC3=NC2=O)cc(Br)c1OC(=O)c1ccco1,1,0,-4,1,-8,2.2,-0.3,6,1.2,-5,-1.7
O=C(CCn1c(=O)oc2ccccc21)N1CCCCCC1,1,2,-2,1,-10,0.7,-0.3,11,1.1,1,2.1
CN(C(=O)c1c(Cl)cnn1C)C12CC3CC(CC(C3)C1)C2,1,-7,5,0.9,-2,0.4,-0.4,-15,0.9,4,-0.4
CCCCN1C=CC(=C2C(=O)c3ccccc3C2=O)C=C1,1,-2,53*,1.2,-13,0.2,-0.5,4,1.2,4,0.0
Cc1cc2c(cc1C)[n+](C)cn2CC(O)COCC1CC=CCC1 (stereo not drawn),1,9,-2,1.1,-10,0.1,-0.1,9,1.2,2,-0.5
CC1=NN(c2ccc(Cl)cc2)C(=O)C1C(c1cccc(O)c1)c1c(C)[nH]n(-c2ccc(Cl)cc2)c1=O (stereo not drawn),0.7,6,14,0.9,0,7.1,-0.2,12,0.9,26,0.2
O=C(CCn1c(=O)oc2ccccc21)NCCCN1CCN(c2ccc(F)cc2)CC1,1,-12,-3,1,-16,3.0,-0.1,-4,0.9,5,1.4
CCn1c(SCc2nc3ccccc3[nH]2)nnc1-c1cccs1,0.9,0,7,0.9,-8,1.5,-0.1,12,0.9,8,-0.5
COc1ccccc1CCc1nnc(CCC(=O)NCCCOc2cccnc2)o1,1,3,8,1,2,2.0,-0.4,0,0.9,2,-1.0
COC(=O)C(NC(=O)c1c(C)nn(C)c1Cl)c1ccccc1 (stereo not drawn),0.9,-6,1,0.9,-16,-0.1,-0.1,1,0.9,12,-1.1
COc1ccccc1/C=C/CN1CCN(Cc2ccc(C)o2)C(CCO)C1 (stereo not drawn),1,-23,20,1.1,-15,0.1,-0.1,5,1,-1,-0.9
CCc1sc(NC(=O)c2cc3ccccc3oc2=O)nc1-c1cccs1,1,-10,-6,1,1,2.9,-0.2,-12,0.9,4,0.0
COc1ccc(OCC2CNC(=O)O2)cc1 (stereo not drawn),1,0,-6,1,-3,-0.3,-0.3,-3,1,1,-0.3
Cc1ccsc1/C=N/n1c(-c2ccccn2)n[nH]c1=S,0.8,4,46,0.9,-9,1.6,0.2,7,0.9,17,-0.5
COc1ccc2sc(NC(=O)c3ccco3)nc2c1,0.8,2,22,1.2,-15,0.8,-0.4,-2,1.1,16,-0.9
CCOC(=O)CNC(=O)c1nn(-c2ccc(OCC)cc2)c(=O)c2ccccc12,0.9,5,-1,0.9,12,0.8,0.5,12,0.9,9,-2.6
CCOC(=O)c1c(C)c(C(=O)NC(C)COC)c(C)n1CC (stereo not drawn),0.8,4,-6,0.9,5,0.8,-0.2,-15,0.9,16,0.4
COc1ccc(NC(=S)NCCC(c2ccccc2)c2ccccc2)c(OC)c1,0.9,-17,5,0.9,·,7.8,-0.1,-17,0.9,12,1.8
O=C(CNC(=O)OCc1ccccc1)NCC(=O)N1CCCC1C(=O)OCc1ccccc1 (stereo not drawn),0.9,5,-5,0.9,·,0.7,-0.2,5,0.9,10,2.1
Cc1ccoc1C(=O)NCc1occc1C(=O)O,0.9,12,-9,0.8,-14,1.1,0.2,3,1.1,13,-2.4
CC(C)c1ccc(NC(=O)c2cccc(Br)c2)cc1,0.9,6,2,1.1,7,0.7,-0.3,9,1.1,9,-1.0
CC(OC(=O)c1cccnc1)C(=O)NCc1ccc2c(c1)OCO2 (stereo not drawn),0.9,-10,-6,0.9,-3,2.0,-0.5,0,0.9,7,-0.4
CCCS(=O)(=O)N1CCCC(C(=O)NCCN(CC)CC)C1 (stereo not drawn),0.9,1,-6,1.1,-13,-0.4,-0.3,-2,1,6,1.6
O=C(Nc1cccc(Cl)c1)c1ccncc1,0.8,-9,13,0.9,-15,1.3,-0.5,0,0.8,19,1.3
CCOc1ccc(N2C(=O)c3cccnc3C2Nc2ccc(C)cc2)cc1 (stereo not drawn),0.9,-8,7,0.8,8,1.8,-0.4,2,0.9,14,2.1
COc1ccc(C)cc1NCc1cc(=O)oc2cc(-c3ccccc3)c(O)cc12,1,-5,21,0.8,0,5.0,-0.6,-22,1,-2,0.5
Cc1nc(C(C)N(C)Cc2c(C(=O)N3CCCCC3)nc3c(C)cccn23)c(C)s1 (stereo not drawn),0.9,8,5,0.9,8,0.6,-0.1,10,0.9,14,-1.2
Cc1nn(Cc2ccc(Cl)cc2)c(C)c1NC(=O)c1noc2c1CCc1ccccc1-2,0.6,10,4,0.9,·,1.9,-0.4,15,0.8,40,-1.7
CCN1CCCC1CNC(=O)C(=O)NC (stereo not drawn),1,0,-5,1,-12,0.8,-0.1,0,1,3,-0.8
